# H37Rv inhibition = M. tuberculosis growth inhibition, HTS (AID 449762) | 330,000 tested, 0.59% active | M. tuberculosis H37Rv growth inhibition, 7H9 media; higher % means a stronger effect | inhibition, % at 25 µM, or IC50 in µM where a hit was titrated; in the data active = a potency from the dose series; inconclusive = inhibition above about 70% without an active follow-up result;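 note: bacterial growth assessed after seven days of incubation; strong numbers were not always called active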
# inhibitors of VEEV = inhibitors of VEEV TC-83 cytopathic effect, confirmation, Vero cells (AID 588727). Vero cells, VEEV TC-83 cytopathic effect inhibition; higher % means a stronger effect. 350,000 tested, 0.13% active. inhibition, % at 20 µM, or IC50 in µM where a hit was titrated; in the data active = a potency from the dose series; inconclusive = inhibition mostly from about 14% at the one dose, without a potency; inactive = the rest, 99 in 100 with inhibition below about 12%; note: strong numbers were not always called active
# influenza NS1A = NS1A inhibition, H1N1 influenza, cell based functional assay (AID 504329); NS1A functional cell-based assay, percent inhibition; higher % means a stronger effect; one-dose inhibition, % at 12.5 µM; IC50 in µM for titrated hits; 340,000 tested, 0.3% active; in the data active = a potency from the dose series; inconclusive = inhibition above about 27% without an active follow-up result; note: strong numbers were not always called active
# PhoP GFP inhibition = Inhibition of PhoP regulon, Salmonella typhi GFP reporter cells, confirmation, 4 h (AID 1850) | 310,000 tested, 0.33% active | inhibition, % at 50 µM, or IC50 in µM where a hit was titrated | Salmonella Typhi PhoP-promoter GFP reporter, fluorescence, 4 h; higher % means a stronger effect; in the data active = a potency from the dose series; inconclusive = inhibition mostly from about 25% at the one dose, without a potency; inactive = the rest, 99 in 100 with inhibition below about 19%;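 note: 0% = induced wells with vehicle and 100% = uninduced wells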
# tuberculosis growth = growth inhibition of non-replicating M. tuberculosis (AID 488890). inhibition, % at 25 µM, or IC50 in µM where a hit was titrated. 320,000 tested, 0.39% active. Mycobacterium tuberculosis non-replicating, growth inhibition; higher % means a stronger effect; in the data active = a potency from the dose series; inconclusive = inhibition mostly from about 82% at the one dose, without a potency; inactive = the rest, 99 in 100 with inhibition below about 76%;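 note: plate controls were DMSO cells for no effect and high antibiotic wells for full effect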
# inhibitors of VEEV 10K pilot screen = recorded beside inhibitors of VEEV, whose call it bears; inhibition, %; measured here: 10K pilot screen inhibition
# Numbers without * were called inactive; i = inactive; ? = inconclusive; nt = not tested or not shown.
SMILES,H37Rv inhibition,inhibitors of VEEV,influenza NS1A,PhoP GFP inhibition,tuberculosis growth,others
CCOC(=O)Cn1c(-c2ccc(Cl)nc2)nc2ccccc21,5%,3.0%,3%,-17%,31%,
COc1ccccc1NS(=O)(=O)c1cccc(C(=O)NCc2ccco2)c1,0%,i,-3%,6%,-5%,
CC(C)CC(NC(=O)C1CCCN1C(=O)[C@@H](C)NC(=O)OCc1ccccc1)C(=O)NCC(N)=O (stereo not given in full),3%,0.7%,-4%,3%,-4%,
O=C(O)CS(=O)(=O)c1ccc(Oc2ccc(S(=O)(=O)CC(=O)O)cc2)cc1,4%,nt,nt,-13%,4%,
Cc1nc(SCC(=O)NCCc2ccccc2)c2c(=O)n(C)c(=O)n(C)c2n1,2%,7.8%,-2%,-12%,-4%,
CCc1nnc(NC(=O)CN2CCN(Cc3cccc(F)c3)CC2)s1,14%,i,-25%,13%,?,
COc1cc(/C=C/C(=O)OCC(=O)c2c(N)n(C)c(=O)n(C)c2=O)ccc1O,5%,1.0%,-1%,-9%,13%,
CN(C)S(=O)(=O)c1ccc(C(=O)NCc2cccs2)cc1,-3%,1.2%,-4%,-8%,-11%,
COc1ccccc1CNC(=O)c1oc2ccccc2c1C,-14%,4.5%,-8%,-11%,8%,
CCOc1cc(Cl)c(NC(C)=O)cc1OCC,-2%,i,0%,-8%,5%,
CN(CCOc1ccccc1)C(=O)c1cc([N+](=O)[O-])cc([N+](=O)[O-])c1,?,0.3%,-12%,4%,62%,
COC(=O)C(O)(c1ccc(NC(=O)c2ccco2)c(OC)c1)C(F)(F)F (stereo not given),2%,0.8%,-5%,-4%,9%,
COC(=O)c1ccsc1NC(=O)c1ccc(Cl)s1,1%,i,-3%,-4%,nt,
COc1ccc(N2CCN(C(=O)COC(=O)/C=C/c3ccc(C(F)(F)F)cc3)CC2)cc1,25%,1.5%,3%,-7%,-8%,
COc1ccc(S(=O)(=O)N2CCC(C(=O)NCc3cccnc3)CC2)cc1OC,3%,8.5%,11%,-11%,-10%,
COc1ccccc1OCCC(=O)Nc1nc(C)cs1,-4%,0.5%,-13%,-9%,9%,
Cc1ccc(OCC(=O)NCCc2c[nH]c3ccccc23)cc1,5%,0.5%,-19%,3%,19%,
CCCC1(C(=O)O)NC(c2ccc(OC)cc2O)C2C(=O)N(c3ccc(OC)cc3)C(=O)C21 (stereo not given),2%,0.3%,-6%,15%,nt,
COc1ccc(Cl)cc1NC(=O)CN(C)C(=O)c1ccc2c(c1)CC(c1ccccc1)OC2=O (stereo not given),-4%,9.0%,-1%,nt,8%,
Cc1ccccc1OCC(=O)NNC(=O)c1ccc(-n2cncn2)c([N+](=O)[O-])c1,-5%,2.0%,-5%,3%,-7%,
COC(=O)c1ccc2nc(C)cc(Nc3ccccc3C)c2c1,1%,0.4%,4%,4%,nt,
CC1(C)Cc2ccccc2C(=NCCCC(=O)O)N1,-8%,0.4%,-5%,-1%,-5%,
CCOC(=O)C1CCCN(c2cc(C)nc3cc(-c4ccc(F)cc4)nn23)C1 (stereo not given),10%,0.8%,1%,-4%,74%,
CC1CCN(c2c(NCc3ccc(C(=O)NCc4cccnc4)cc3)c(=O)c2=O)CC1,3%,1.9%,1%,7%,nt,
COC(=O)c1cc2ccsc2n1Cc1cccc(F)c1,-4%,1.1%,-6%,2%,0%,
CCOC(=O)C1=C(c2ccccc2)NC(=O)NC1c1ccc(OCC#N)c(OC)c1 (stereo not given),-7%,5.4%,1%,-8%,nt,
CC(C)C(=O)Nc1ncc(C(F)(F)F)cc1Cl,1%,1.6%,-2%,3%,-5%,
Cc1ccc2c(C)c(C(=O)Nc3cccnc3)oc2c1C,nt,0.8%,-7%,nt,nt,
COc1ccc(S(=O)(=O)N(CC(=O)Nc2ccccc2C(=O)N2CCOCC2)c2ccc(F)cc2)cc1,-1%,7.0%,-6%,-18%,-7%,
CS(=O)(=O)Nc1ccc(C(=O)NCCC2=CCCCC2)cc1,2%,2.1%,0%,2%,-4%,
COc1ccc(N2CCN(C(=O)c3ccc(NS(=O)(=O)c4cccs4)cc3)CC2)cc1,35%,i,-8%,-4%,21%,
O=C(Nc1ccnn1C1CCN(Cc2cccnc2)CC1)c1ccccc1Cl,-4%,0.6%,-1%,-6%,-13%,
N#Cc1c(NC(=O)CN2CCN(S(=O)(=O)c3ccc4c(c3)OCCO4)CC2)sc2c1CCC2,6%,0.8%,1%,3%,-12%,
NS(=O)(=O)c1ccc(NC(=O)COC(=O)CCc2ccc(S(=O)(=O)N3CCOCC3)cc2)cc1,-14%,1.1%,12%,8%,3%,
CCN(C(=O)CSc1nnc2c3ccccc3n(CC)c2n1)C1CCS(=O)(=O)C1 (stereo not given),-5%,2.2%,-2%,-3%,-4%,
O=C(CSc1nc2c(cnn2-c2cccc(Cl)c2)c(=O)[nH]1)NCC1CCCO1 (stereo not given),-13%,7.7%,-13%,nt,8%,
NC(=S)N/N=C/c1c(O)ccc2ccccc12,0%,2.9%,-3%,-2%,?,
CCCCOC(=O)n1c(=O)oc2cc(S(=O)(=O)N3CCCCC3)ccc21,-1%,i,5%,-13%,44%,
CCOc1ccc2c(c1)C(c1ccc(C)cc1)=NNC(c1ccc(C)cc1)=N2,57%,11%,-32%,-2%,72%,
Cc1ccc(NC(=O)NC2C(NC(=O)Nc3ccc(C)cc3)N(C)C(=O)N2C)cc1 (stereo not given),-6%,i,5%,15%,5%,
Cc1ccc(NC(=O)c2ccc(S(=O)(=O)N3CCCC3)cc2)nc1,2%,8.7%,-4%,-14%,2%,
CC(=O)c1ccc(-c2nnc(CCC(=O)N(C)Cc3c(C)nc4ccccn34)o2)s1,6%,1.4%,0%,-6%,-3%,
Cc1ccc(S(=O)(=O)N2CCC(=O)N(C(COCc3cccc(C(F)(F)F)c3)Cc3ccccc3)CC2)cc1 (stereo not given),0%,i,6%,1%,-14%,
Cc1c(Cl)cccc1NC(=O)COC(=O)Cc1ccsc1,1%,i,-7%,nt,54%,
CCN(C(=O)COC(=O)CNC(=O)c1ccc(C)cc1)c1c(N)n(Cc2ccccc2)c(=O)[nH]c1=O,1%,1.5%,-12%,nt,4%,
COc1cc(OC)c(NS(=O)(=O)c2coc(C(N)=O)c2)cc1Cl,-2%,i,0%,-12%,16%,
N#CC1=C(SCC(N)=O)NC2=C(C(=O)c3ccccc32)C1c1ccc(Cl)cc1 (stereo not given),-1%,i,-2%,-6%,4%,
CC1=C(C)N(C)[C@H](c2ccccc2Br)[C@H](O)C1=O,nt,1.1%,-9%,nt,nt,
CCOC(=O)c1[nH]ncc1CN1CCCC(C(=O)c2ccc(SC)cc2)C1 (stereo not given),-1%,i,-10%,0%,-10%,inhibitors of VEEV 10K pilot screen=0.2
CCn1c(SCc2nc(-c3ccccc3)no2)nnc1-c1ccco1,-6%,i,-1%,3%,5%,
Cc1ccccc1OCCC(=O)OCC(=O)Nc1c(F)cccc1F,9%,0.7%,-4%,-2%,47%,
CCCCN1C=C(C(=O)c2ccccc2)C(=O)CC1,nt,1.1%,4%,nt,nt,
Cc1ccccc1C(=O)Nc1nnc(-c2ccncc2)o1,70%,0.8%,0%,-1%,30%,
COc1cc(C(=O)N/N=C/c2ccc(OC)c(CN3CCN(c4ccc(F)cc4)CC3)c2)ccc1O,5%,7.3%,13%,0%,10%,
CCC(=O)N1CCc2cc(S(=O)(=O)NC(C(=O)N3CCc4ccccc4C3)C(C)C)ccc21 (stereo not given),-6%,1.9%,2%,8%,14%,
COc1ccc(CCNC(=O)[C@@H](NC(=O)N2CC(=O)Nc3ccccc32)C(C)C)cc1OC,1%,i,-8%,-11%,11%,
C=CCNC(=O)CN1CCC(O)(c2ccccc2)CC1,0%,i,-3%,17%,10%,
O=C(CNC(=O)c1ccncc1)N/N=C/c1cc(Br)ccc1O,0%,i,2%,15%,-17%,
COc1ccccc1NC(=O)Nc1nc(CC(=O)N2CCN(c3ccccc3OC)CC2)cs1,?,10%,6%,7%,1%,
O=C(CSc1nccn1Cc1ccc(F)cc1)Nc1ccc(F)cc1F,1%,i,-2%,-2%,51%,

# (more compounds)
SMILES,H37Rv inhibition,inhibitors of VEEV,influenza NS1A,PhoP GFP inhibition,tuberculosis growth,others
O=S(=O)(c1ccc(F)cc1)N1CCN(c2nc(-c3ccc(F)cc3)cs2)CC1,-3%,3.4%,-6%,-6%,20%,
CCC(=O)NCc1csc(-c2cccs2)n1,-2%,1.0%,-2%,-5%,1%,
COc1cc(S(=O)(=O)N2CCCCC2)ccc1NC(=O)/C=C/c1ccccc1,3%,i,6%,-12%,11%,
Cc1ccc(C)c(S(=O)(=O)Nc2ccccc2C(=O)Nc2ccccc2N2CCOCC2)c1,-9%,i,12%,-4%,nt,
CCNC(=S)N=Nc1c(O)[nH]c2ccc(C(C)C)cc12,45%,7.5%,4%,2%,64%,
CCOC(=O)CNC(=S)N1CC2C[C@@H](C1)Cn1c2cccc1=O,-8%,i,-23%,-8%,-28%,
O=[N+]([O-])c1nn(-c2ccc(Cl)cc2)n(O)c1=NCc1ccncc1,?,0.2%,-18%,12%,?,
CCOc1cc(N2CCOCC2)c(OCC)cc1NC(=O)COC(=O)[C@H](Cc1c[nH]c2ccccc12)NC(C)=O,0%,0.1%,3%,-12%,6%,
COC(=O)c1cccc(NC(=O)CCc2ccccc2)c1,6%,0.0%,-13%,2%,61%,
